Screening results (PubChem)
Eya2 inh: qHTS Assay for Inhibitors of the Phosphatase Activity of Eya2. Protein phosphatase EYA2 (Homo sapiens), O00167. recombinant Eya2, OMFP fluorescence dephosphorylation (OMFP is methylfluorescein phosphate). Potency, µM (titrated, usually from 76.9 µM), for inactives: at the top dose activity, negative = inhibition, hits mostly inhibitors. 330,000 compounds, 0.006% hits. AID 488837, 2010; further: potency means the concentration at half of the fitted maximal effect; on the % scale 0 is the no-effect control and ±100 the full control effect
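Eya2 protein (added as 0.2 uM solution) was preincubated with compound for 10 min at ambient temperature in 50 mM HEPES pH 7.5, 50 mM NaCl, 5 uM MgCl2, 0.05% BSA, 1 mM DTT. OMFP (added at 50 uM) then reacted 10 min; fluorescence read at 485/525 nm.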
ASM inhibitor: Inhibitors of Secretory Acid Sphingomyelinase (S-ASM): qHTS; Sphingomyelin phosphodiesterase (Homo sapiens), P17405; placental ASM, HMU-PC fluorogenic substrate, 60 min; Potency, µM (doses to about 57.5 µM), inactives show at the top dose activity change, negative = inhibition, most hits filed as inhibitors; 340,000 compounds, 0.006% hits; AID 504937, 2011; further: potency means the concentration at half of the fitted maximal effect
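HMU-PC0 cleavage (9 uM final) by human placental ASM, 60 min at 37 °C following 10 min compound exposure at RT; stopped at pH 10, fluorescence Ex 386/Em 447 nm.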
Menin MLL FP TR: qHTS Assay for Inhibitors Targeting the Menin-MLL Interaction in MLL Related Leukemias: Competition With Texas Red Labeled MLL-derived Mutant Peptide | O00255 | Menin + Texas Red MLL mutant peptide, fluorescence polarization | Potency, µM (series often up to 61.6 µM), inactives show at the highest dose FP activity change, negative = inhibition, most hits filed as inhibitors | 270,000 compounds, 0.23% hits | AID 1768, 2009; active means well fitted inhibition curve with a large enough effect in the polarisation, with a control signal flat, not every such curve was filed as active; inconclusive means small, poorly fitted or top-dose-only effect, or effect the other way, or a change in a side signal; inactive means no such curve, though single readings can be large or run the other way; the % refers to the polarisation; further: potency means the concentration at half of the fitted maximal effect; % of control where 0% means no effect; many of its hits are not listed in these tables
Mito fusion act: qHTS Assay for Small Molecule Inhibitors of Mitochondrial Division or Activators of Mitochondrial Fusion; S. cerevisiae fusion-defective mutant growth rescue, CellTiterGlo 48 h; Potency, µM (series often up to 46.1 µM), for inactives: at the highest dose growth rescue (activation), most hits filed as activators; 320,000 compounds, 0.23% hits; AID 485298, 2010;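 further: potency means the concentration at half of the fitted maximal effect; % of control where 0% means no effect; nearly all actives have a fitted effect of over 45% in size; temperature-sensitive fusion mutants such as fzo1-1 at 37 °C on non-fermentable ethanol glycerol medium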
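Read-out: ATP-based luminescence (CellTiterGlo, 10 min ambient) reporting growth of fusion-defective ts yeast after 48 hours at 37C on glycerol/ethanol YPEG medium in the presence of compound.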
USP2a block: qHTS Assay for Inhibitors of Ubiquitin-specific Protease USP2a Using CHOP2 as the Reporter | 330,000 compounds, 0.01% hits | USP2 core, Ub-CHOP2 coupled fluorogenic reporter, 485/531 | AID 463254, 2010 | Ubiquitin carboxyl-terminal hydrolase 2 (Homo sapiens), O75604 | Potency, µM (titrated, usually from 38.3 µM), inactives show at the top dose activity change, negative = inhibition, hits mostly inhibitors;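 further: potency means the concentration at half of the fitted maximal effect; plate controls were DMSO wells for no effect and full inhibition by NEM control for full effect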
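USP2 core (10nM final) preincubated 30min RT with compound in 20mM Tris-HCl pH 8.0, 2mM CaCl2, 2mM beta-mercaptoethanol, 0.05% CHAPS; 25nM Ub-CHOP2 plus 25nM reporter substrate added, fluorescence (Ex485/Em531) read after 60min.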
PKM2 activator: qHTS Assay for Activators of Human Muscle isoform 2 Pyruvate Kinase; purified PKM2, Kinase-Glo ATP luminescence, activation; response scale: 0% is enzyme alone, no compound; Potency, µM (doses to about 57.5 µM), without a hit: at the top dose activation, most hits filed as activators; 260,000 compounds, 0.34% hits; AID 1631, 2009; further: potency means the concentration at half of the fitted maximal effect; on the % scale 0 is the no-effect control and ±100 the full control effect; nearly all actives have a fitted effect of over 55% in size
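Purified hPK-M2 (>95%) run at intermediate activity with 0.1 mM ADP and 0.5 mM PEP in 50 mM imidazole pH 7.2, KCl, MgCl2; 1 h room temperature. ATP formed read by Kinase-Glo luminescence; normalized to uninhibited and no-enzyme controls.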
MBNL1 CUG block: qHTS Assay for Inhibitors of MBNL1-poly(CUG) RNA binding | Muscleblind-like protein 1 (Homo sapiens), Q9NR56 | TR-FRET MBNL1-His/biotin-(CUG)12 binding, 665/545 ratio | Potency, µM (top dose mostly 57.5 µM), for the others: at the top dose activity change, negative = inhibition, most hits filed as inhibitors | 280,000 compounds, 0.036% hits | AID 2675, 2010; active means well fitted inhibition curve with a large enough effect in the signal ratio, with a control signal flat, not every such curve was filed as active; inconclusive means small, poorly fitted or top-dose-only effect, or effect the other way, or a change in a side signal; inactive means no such curve, though single readings can be large or run the other way; the % refers to the signal ratio; further: potency means the concentration at half of the fitted maximal effect; on the % scale 0 is the no-effect control and ±100 the full control effect
Target sequence (Q9NR56 whole entry, looked up): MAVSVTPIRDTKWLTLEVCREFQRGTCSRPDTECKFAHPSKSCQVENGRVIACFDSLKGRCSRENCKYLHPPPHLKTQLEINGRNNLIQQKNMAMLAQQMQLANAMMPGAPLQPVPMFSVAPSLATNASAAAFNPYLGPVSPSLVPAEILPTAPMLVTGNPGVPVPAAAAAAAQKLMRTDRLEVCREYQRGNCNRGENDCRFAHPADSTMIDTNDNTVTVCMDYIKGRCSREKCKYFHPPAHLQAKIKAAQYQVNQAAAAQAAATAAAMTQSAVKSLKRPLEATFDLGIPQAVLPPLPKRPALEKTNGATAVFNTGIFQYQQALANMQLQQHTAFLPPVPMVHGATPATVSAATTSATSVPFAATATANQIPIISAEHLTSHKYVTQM
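Ratiometric TR-FRET (665 over 545 nm, excitation 340 nm) tracks disruption of MBNL1-His/biotin-(CUG)12 complex after 60 min at room temperature, with compounds at 92 nM to 58 uM final.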
TSHR antag: Antagonists of the Thyroid Stimulating Hormone Receptor: HTS campaign; Thyrotropin receptor (Homo sapiens), P16473; TSHR-expressing cells, TSH-stimulated cAMP HTRF, 2 h; stronger effect = lower value; activity change, negative = inhibition, % at 11.5 µM; 330,000 compounds, 0.2% hits; AID 504810, 2011;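 active means activity change below a set negative limit, meaning inhibition stronger than a set level, cut at about -70% in these data; inconclusive means activity change between two set negative limits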; further: on the % scale 0 is the no-effect control and ±100 the full control effect
Target sequence (P16473 whole entry, looked up): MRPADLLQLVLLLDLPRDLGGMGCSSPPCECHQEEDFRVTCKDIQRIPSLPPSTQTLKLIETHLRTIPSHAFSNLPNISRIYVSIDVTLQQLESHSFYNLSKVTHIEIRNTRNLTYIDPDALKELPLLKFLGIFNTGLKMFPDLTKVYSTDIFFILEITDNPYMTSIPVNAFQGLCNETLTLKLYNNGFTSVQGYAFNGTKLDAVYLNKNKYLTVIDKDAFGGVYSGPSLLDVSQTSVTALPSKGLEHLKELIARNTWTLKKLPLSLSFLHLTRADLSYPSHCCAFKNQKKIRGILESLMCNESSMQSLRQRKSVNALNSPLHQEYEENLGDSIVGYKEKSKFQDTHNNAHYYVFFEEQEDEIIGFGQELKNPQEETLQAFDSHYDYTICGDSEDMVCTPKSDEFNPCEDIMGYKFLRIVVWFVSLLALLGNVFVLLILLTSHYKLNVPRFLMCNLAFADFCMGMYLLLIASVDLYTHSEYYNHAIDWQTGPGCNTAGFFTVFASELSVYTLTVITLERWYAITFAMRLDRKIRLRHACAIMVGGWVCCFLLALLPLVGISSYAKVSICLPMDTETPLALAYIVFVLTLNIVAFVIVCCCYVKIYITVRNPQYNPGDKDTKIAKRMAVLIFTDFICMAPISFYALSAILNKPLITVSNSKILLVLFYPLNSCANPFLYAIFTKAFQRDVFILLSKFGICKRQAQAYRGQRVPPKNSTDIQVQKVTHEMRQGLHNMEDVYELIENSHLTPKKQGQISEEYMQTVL
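Inhibition of cAMP made by TSHR-expressing cells under TSH stimulation (4nM final, EC80; 2 h, 37 deg C) is quantified with a one-step lysis HTRF kit, anti-cAMP cryptate versus cAMP-d2.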
GALK inhibitor: qHTS Assay for Inhibitors of Human Galactokinase (GALK). P51570. Purified GALK, Kinase-Glo residual ATP luminescence. Potency, µM (series often up to 57.5 µM), for the others: at the highest dose activity change, negative = inhibition, hits mostly inhibitors. 270,000 compounds, 0.007% hits. AID 1868, 2009; further: potency means the concentration at half of the fitted maximal effect; on the % scale 0 is the no-effect control and ±100 the full control effect
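Galactose (100 uM) and ATP (35 uM) were turned over by 5 nM GALK for 1 h at RT. Kinase-Glo Plus then converted the remaining ATP into a luminescent signal.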
Chronic BCR inh: qHTS Assay to Find Inhibitors of Chronic Active B-Cell Receptor Signaling; Potency, µM (doses to about 46.1 µM), without a hit: top-dose ratio change, negative = lower green/red ratio, usual class: inhibitors; 340,000 compounds, 0.05% hits; ABC-DLBCL IkBa-CBG/CBR reporter, luminescence ratio, 4 h; active means well fitted inhibition curve with a large enough effect in the signal ratio, with a control signal flat, not every such curve was filed as active; inconclusive means small, poorly fitted or top-dose-only effect, or effect the other way, or a change in a side signal; the % refers to the signal ratio;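 further: potency means the concentration at half of the fitted maximal effect; plate controls were basal doxycycline-induced cells for no effect and cells given 10 µM MG132 for full effect; MG132 reads +100%, hits lower the ratio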
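TMD8 human ABC-DLBCL cells with doxycycline-inducible IκBα–green luciferase fusion and unfused red luciferase, in 0.5% FBS medium; compounds up to 46 uM, 4 h at 37C. Green/red luminescence ratio, filter-overlap corrected, fitted to concentration-response curves.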
hERG WT inh: qHTS for Inhibitors of KCHN2 3.1: Wildtype qHTS; 340,000 compounds, 0.37% hits; U2OS, BacMam KCNH2, thallium flux FluxOr; stronger effect = lower value; Voltage-gated inwardly rectifying potassium channel KCNH2 (Homo sapiens), Q12809; activity change, % at 1.84 µM;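 active means maximum activity change below -70%; inconclusive means maximum activity change between -70% and -50%; inactive means maximum activity change above -50%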; further: on the % scale 0 is the no-effect control and ±100 the full control effect
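U2OS cells were transduced with wild-type KCNH2 virus (2.03 x 10^8 / mL) for 4 h at room temperature, then cultured overnight at 37 C. Thallium flux was read with FluxOr dye. Rate constants were normalized to DMSO controls.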
Active calls of the source: *; u = inconclusive; x = not tested or not shown; [ ] = remark or other dose. Unless noted, the call rests on the fitted dose curve; in most records, active means well fitted curve in the direction sought with a large enough effect; inconclusive means small, poorly fitted or top-dose-only effect, or another doubt; inactive means no such curve, though single readings can be large; an effect the other way counts as inactive or inconclusive.

SMILES	Eya2 inh	ASM inhibitor	Menin MLL FP TR	Mito fusion act	USP2a block	PKM2 activator	MBNL1 CUG block	TSHR antag	GALK inhibitor	Chronic BCR inh	hERG WT inh
O=C(NCCc1ccccn1)c1c(-c2ccccc2)sc2ccccc12	9%	4%	x	x	5%	x	x	1	x	3%	x
CCn1c(SCC(=O)N2CCOCC2)nc2sc3c(c2c1=O)CCCC3	40%	-1%	1%	-1%	0%	-6%	2%	2	3%	0%	-13
CN(C)CCN(C(=O)c1ccc2c(c1)OCCO2)c1nc2cc3c(cc2s1)OCO3	3%	3%	-22%	-1%	-5%	-1%	-21%	-10	5%	-8%	13
COc1ccc(OCCC(=O)c2ccc(OC)cc2)cc1	2%	0%	x	2%	2%	-1%	-4%	-4	1%	9%	-6
Cc1c(C)n2c(SCC(=O)Nc3cccc4ccccc34)nnc2[nH]c1=O	-32%	-2%	x	3%	1%	x	x	-2	x	u	-5
Cc1nn(-c2ccccn2)c2nc(-c3cccs3)cc(C(=O)N3CCOCC3)c12	8%	22%	-6%	8%	0%	0%	u	47	-1%	-5%	-43
O=C(Nc1ccccc1-c1ccccc1)c1cc(C(F)(F)F)cc(C(F)(F)F)c1	-5%	2%	-5%	-13%	0%	-8%	u	-6	1%	6%	15
Cc1cc2[nH]c(=O)c(=O)[nH]c2cc1S(=O)(=O)NCc1ccccc1	-3%	1%	x	1%	2%	x	-5%	-8	6%	-4%	-10
CNC(=O)c1ccc(Nc2nnc(C)c3ccccc23)cc1	-6%	11%	-10%	0%	2%	2%	9%	110	-3%	-8%	-4
Cc1ccccc1C(=O)Nc1ccccn1	x	5%	-1%	-2%	x	0%	-11%	x	-1%	x	-7
CCOC(=O)N1CCN(S(=O)(=O)c2ccc(C(=O)NNc3nc4c(C)cc(C)cc4s3)cc2)CC1	0%	-16%	u	5%	-8%	-19%	56%[activator]	12	x	1%	-10
CCn1cnc2cc(NCc3cccs3)ccc21	3%	6%	-4%	-1%	6%	0%	1%	-9	8%	u	0
CCOC(=O)N1CCN(C(=O)CSCc2ccccc2Cl)CC1	3%	3%	1%	-10%	2%	0%	-7%[11.5 µM]	8	x	1%	7
COc1cccc(OC)c1C(=O)Nc1cccc(-c2ccc(N3CCOCC3)nn2)c1	-11%	5%	x	3%	-2%	x	x	-5	x	-9%	1
COc1ccc(NS(=O)(=O)c2cc(NC(=O)c3cnccn3)ccc2N2CCCC2)cc1	1%	-7%	26%	19%	-4%	-15%	-1%	5	-3%	-1%	1
Cc1nc(-c2cc(C#N)c(=O)[nH]c2C)cs1	-2%	0%	x	-2%	3%	-1%	10%	0	1%	3%	-5
c1ccc(CCSc2nccn2-c2ccccc2)cc1	-8%	-4%	x	1%	4%	-5%	-3%	9	0%	u	9
S=C(Nc1ccccc1)Nc1nc2ccccc2n1CCOc1ccccc1	22%	-6%	u	-5%	4%	0%	4%	8	2%	-20%	9
CC1Sc2ccc(C(=O)NCc3ccccc3Cl)cc2NC1=O (configuration not stated)	5%	-2%	x	x	3%	x	x	-5	x	-2%	14
COc1ccc(NC(=O)c2ccco2)cn1	1%	-3%	-6%	-6%	10%	-3%	1%	5	-3%	-2%	0
COc1ccc(C(=O)CN2C(=O)c3ccccc3C2=O)c(OC)c1C	-28%	-2%	22%	4%	-2%	2%	u	-12	-2%	-11%	-11
CCSC(=Nc1ccccc1)C1=C(O)COC1=O	14%	1%	1%	5%	3%	0%	7%	1	6%	-3%	-1
COc1ccc(Cl)c(NC(=O)NCCN2CCN(c3ccccc3)CC2)c1	0%	-4%	6%	-8%	0%	-9%	0%	2	-1%	1%	4
COc1cc(C(=O)NNC(=O)CSc2nnc3ccccn23)cc(OC)c1OC	5%	3%	x	-5%	0%	x	x	10	x	-2%	3
O=C(Nc1cccnc1)c1ccc(Cl)c([N+](=O)[O-])c1	-6%	-2%	-7%	1%	-2%	2%	u	-5	14%	1%	0
CCN(CC)c1ncnc2ccc(Br)cc12	10%	0%	-27%	-5%	1%	4%	5%	6	-1%	-1%	-2
CC(C)(C)c1cc(CN2CCN(CCC#N)CC2)cc(C(C)(C)C)c1O	15%	3%	7%	4%	0%	-20%	-2%	16	1%	u	9
Cc1ccccc1C(=O)Nc1ccc(C(=O)N/N=C/c2ccc(O)c(Br)c2)cc1	3%	-12%	u	1%	1%	10%	11%	-5	-1%	u	14
Cn1cnc(S(=O)(=O)N2CCN(c3cccc(C(F)(F)F)c3)CC2)c1	u	-2%	4%	17%	3%	2%	-3%	22	-2%	0%	3
O=C(CN1C(=O)CSC1=O)Nc1ccccc1F	8%	1%	13%	0%	0%	-3%	1%	6	2%	0%	-4
O=C(C1CC(=O)N(c2ccc3c(c2)OCCO3)C1)N1CCN(Cc2ccccc2F)CC1 (configuration not stated)	-18%	4%	x	-4%	0%	x	x	-1	x	3%	2
COc1ccc(-c2ccc(-c3nnn(CC(=O)N4CCOCC4)n3)cc2)cc1	3%	3%	-16%	0%	0%	1%	2%	-6	-1%	u	0
CNc1nc(N)c([N+](=O)[O-])c(NCCO)n1	0%	2%	-6%	4%	0%	-16%	u	11	2%	2%	-5
CCOC(=O)c1ccc(NC(=O)COc2ccccc2CNCCc2ccccc2)cc1	-6%	-9%	-22%	1%	0%	-4%	-9%	14	2%	u	12
COc1ccccc1N1CCN(C(=O)C(Sc2ccccc2)c2ccccc2)CC1 (configuration not stated)	-13%	-2%	7%	u	1%	-3%	-3%	-14	-3%	u	-14
O=[N+]([O-])c1cc2c(cc1CN1CCN(c3ccc(F)cc3)CC1)OCO2	u	4%	5%	-1%	4%	-1%	25%	-10	-4%	-1%	15
O=C(COc1ccccc1-c1ccccc1)NNC(=O)NC1CCCCC1	-8%	-3%	u	2%	2%	0%	0%	-13	-1%	-9%	-2
CC1CCCN(C(C(=O)Nc2ccc3c(c2)OCCO3)c2ccccc2)C1 (configuration not stated)	-15%	0%	0%	-1%	2%	-6%	-10%	0	1%	3%	1
COc1ccc(C(C)(C)C)cc1NC(=O)c1ccc2c(c1)SC1=NS(=O)(=O)CCN12	-1%	-1%	49%[activator]	5%	-9%	12%	5%	12	3%	u	-6
CCOC(=O)N1CCN(C(=O)CSCc2nc(-c3ccccc3C)oc2C)CC1	17%	0%	-6%	0%	0%	4%	-6%	-8	2%	u	5
COc1ccc(/C(C)=N/NC(=O)c2sccc2-n2cccc2)cc1	0%	1%	u	-2%	1%	-4%	-5%	13	6%	2%	0
COc1ccc(NC(=O)c2ccc(OCC3CCCO3)cc2)cc1OC (configuration not stated)	1%	-3%	x	-8%	2%	x	x	-1	x	u	-3
C[C@@H]1CCC(=O)N(CC[C@H](Oc2ccccc2)c2ccccc2)CC1	-3%	-2%	u	-1%	-1%	-5%	1%	-19	x	2%	7
COc1ccc(-c2n[nH]c(=S)n2-c2ccccc2C)cc1OC	13%	0%	6%	-2%	3%	-13%	-5%	5	0%	-2%	-14
COc1ccc(N2CCN(C(=O)c3ccc(CNS(=O)(=O)c4ccc(C)cc4)cc3)CC2)cc1	1%	-7%	-2%	25%	-1%	x	2%	3	-4%	1%	10

The list is partial (hit frequency here may not be typical).
